Source: PubChem BioAssay
EPAC1 agonist: activates human EPAC1 exchange factor. 360,000 compounds, 0.073% hits. Potency, µM (series often up to 154 µM), for the others: top-dose activation, usual class: activators. AID 720707. EPAC1 agonist qHTS, biochemical assay; response scale: 100% = response to 6.5 mM cAMP; also: potency is read from the fitted curve at half-maximal effect; nearly all actives have a fitted effect of over 60% in size
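Normalized to 6.5 mM cAMP, activity reflects EPAC1-catalysed release of BODIPY-GDP from Rap1B, followed kinetically over 30 min at 480 nm excitation, 540 nm emission. Reaction contained 100 nM EPAC1, 250 nM Rap1B-BODIPY-GDP, 50 uM GDP.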
EPAC2 ag: activates human EPAC2 exchange factor | Q8WZA2 | Potency, µM (top dose mostly 154 µM), for inactives: at the highest dose activation, usual class: activators | EPAC2 activation, biochemical qHTS; response scale: 100% = 6.5 mM cAMP response | 360,000 compounds, 0.079% hits | AID 720711; also: potency is read from the fitted curve at half-maximal effect; nearly all actives have a fitted effect of over 50% in size
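Readout is BODIPY fluorescence (480 nm excitation, 540 nm emission), which falls as labeled GDP is exchanged off Rap1B. EPAC2 at 100 nM acted on 250 nM RAP1B-BODIPY-GDP with 50 uM GDP present.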
EPAC1 antagonist: blocks human EPAC1 exchange factor. Potency, µM (titrated, usually from 115 µM), inactives show top-dose activity change, negative = inhibition, most hits filed as inhibitors. 360,000 compounds, 0.14% hits. EPAC1 GEF assay, Rap1b-BODIPY-GDP exchange fluorescence;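 also: potency is read from the fitted curve at half-maximal effect; plate controls were vehicle for no effect and positive control for full effect; nearly all actives have a fitted effect of over 50% in size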
IL2 activator: IL-2 activation. IL-2 activation reporter assay, cell-based qHTS; stimulated with anti-CD3/CD4/CD28 beads; in transgenic mouse T cells. 360,000 compounds, 0.065% hits. activation, % (series mostly up to about 46 µM); in the data active = activation above about 50%; inconclusive = mostly about 30% to 49%; also: 0% is about no effect
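Readout is EGFP and DsRed signal by fluorescent plate cytometry after 18 h at 37 degrees C. Transgenic mouse T cells (750/well) received compound for 60 min before bead stimulation (anti-CD3, anti-CD4, anti-CD28); memory T cells served as non-tolerant control.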
PLK1 PBD block: inhibitors of human PLK1 polo-box domain binding; P53350; Plk1 PBD binding of FITC phosphopeptide, fluorescence polarization; Potency, µM, inactives show max response, negative = inhibition, usual class: inhibitors; 360,000 compounds, 2.8% hits; also: potency is read from the fitted curve at half-maximal effect; series mostly up to about 57 µM; % is scaled to controls: 0 for no effect and ±100 for the full control effect; nearly all actives have a fitted effect of over 65% in size
Target sequence (P53350 whole entry, looked up, the tested form may be a part): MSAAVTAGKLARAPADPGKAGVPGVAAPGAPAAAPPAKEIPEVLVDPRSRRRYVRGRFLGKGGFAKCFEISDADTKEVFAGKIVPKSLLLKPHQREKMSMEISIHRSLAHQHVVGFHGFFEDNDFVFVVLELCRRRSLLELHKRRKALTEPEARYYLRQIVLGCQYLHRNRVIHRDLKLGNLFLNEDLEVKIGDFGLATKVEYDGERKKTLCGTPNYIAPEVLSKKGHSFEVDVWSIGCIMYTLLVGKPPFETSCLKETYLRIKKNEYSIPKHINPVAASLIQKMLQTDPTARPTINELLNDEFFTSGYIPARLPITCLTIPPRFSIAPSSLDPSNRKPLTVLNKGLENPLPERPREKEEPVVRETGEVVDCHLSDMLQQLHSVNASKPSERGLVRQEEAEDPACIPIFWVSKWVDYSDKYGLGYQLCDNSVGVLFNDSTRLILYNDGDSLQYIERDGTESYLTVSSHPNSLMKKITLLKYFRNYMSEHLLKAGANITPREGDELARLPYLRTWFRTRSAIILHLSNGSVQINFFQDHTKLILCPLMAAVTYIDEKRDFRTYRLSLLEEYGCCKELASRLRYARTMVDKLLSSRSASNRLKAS
WRN helicase inh: inhibitors of human WRN helicase; Q14191; WRN helicase unwinding, fluorescent forked duplex, kinetic; Potency, µM (doses to about 114 µM), without a hit: at the highest dose activity change, negative = inhibition, hits mostly inhibitors; 360,000 compounds, 0.46% hits; also: potency is read from the fitted curve at half-maximal effect; % is scaled to controls: 0 for no effect and ±100 for the full control effect; nearly all actives have a fitted effect of over 55% in size
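Enzyme (20 nM final) and test compound sit together 15 min at room temperature before substrate addition. Substrate is a single-forked duplex oligonucleotide (100 nM) labelled with fluorophore and quencher, with 2 mM ATP; helicase unwinding raises red fluorescence, read kinetically.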
PI5P4Ka inh: inhibitors of human PI5P4K alpha. P48426. PI5P4Kalpha enzyme, ADP-Glo luminescence, 60 min; active compounds read low. max response, %. 330,000 compounds, 1.2% hits. AID 652105; active = max response of -50% or lower; inconclusive = between -30% and -50%; inactive = -30% or higher; also: value at the top dose of about 77 µM; % is scaled to controls: 0 for no effect and ±100 for the full control effect
Target sequence (P48426 whole entry, looked up): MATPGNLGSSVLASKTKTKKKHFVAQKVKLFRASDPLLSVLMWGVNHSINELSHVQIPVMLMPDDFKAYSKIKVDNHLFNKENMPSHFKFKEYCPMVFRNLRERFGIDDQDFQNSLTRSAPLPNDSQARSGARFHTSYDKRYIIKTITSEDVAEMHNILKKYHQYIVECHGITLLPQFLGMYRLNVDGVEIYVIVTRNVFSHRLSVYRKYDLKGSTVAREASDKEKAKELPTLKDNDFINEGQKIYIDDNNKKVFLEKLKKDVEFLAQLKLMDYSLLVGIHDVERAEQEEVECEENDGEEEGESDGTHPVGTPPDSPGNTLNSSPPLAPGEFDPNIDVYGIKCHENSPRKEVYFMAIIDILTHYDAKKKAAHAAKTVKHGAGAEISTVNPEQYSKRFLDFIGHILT
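ADP-Glo luminescence end-point after a 60 min room-temperature kinase reaction. PI5P4Kalpha and substrate in HEPES pH 7.4 buffer with EGTA, 0.1% CHAPS and 5% DMSO; ATP at 5 microM final.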
CCT modulator: modulators of cytosolic chaperonin (CCT/TRiC) activity; purified chaperonin ATPase assay, HTRF ADP detection, 30 min; activity change, % (no concentration beside the values), hits read low; 360,000 compounds, 0.3% hits; AID 651819; in the data active = activity change below about -30%; also: % is scaled to controls: 0 for no effect and ±100 for the full control effect
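Nucleotide hydrolysis assay: TRiC at 20–40 nM final (set by batch activity) with 10 uM ATP, 30 min at 37 °C, in presence of 76 uM compound. Detection by competitive ADP HTRF, 30 min ambient.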
The depositor's hits bear a star; u = inconclusive; x = not tested or not shown; [ ] = remark or other dose. Unless noted, calls follow the shape of the dose curve; as a rule, active = well fitted curve in the direction sought with a large enough effect; inconclusive = small, poorly fitted or top-dose-only effect, or another doubt; inactive = no such curve, though single readings can be large; an effect the other way counts as inactive or inconclusive. The list is partial (hit frequency here may not be typical).

molecule | EPAC2 ag | EPAC1 agonist | WRN helicase inh | PLK1 PBD block | CCT modulator | PI5P4Ka inh | EPAC1 antagonist | IL2 activator
C/C(=C\c1ccccc1)C(=O)NC1CCSC1=O (configuration not stated) | 6% | 1% | -10% | -1% | -3.5 | x | 19% | -2.2
Cc1cc(=O)oc2c(C)cc(C(C)(C)C)cc12 | 7% | -11% | -4% | -6% | 1.8 | 6 | -8% | -0.6
COc1ccc2nc(SCC(=O)NCc3ccccc3)[nH]c2c1 | 1% | 10% | -4% | -1% | 1.3 | -3 | -30% | 0.6
Cc1ccc(S(=O)(=O)NCC(=O)N(CC(=O)NCC2CCCO2)c2cccc(F)c2)cc1 (configuration not stated) | -7% | -4% | 6% | -6% | -1.8 | -3 | -2% | -1.5
S=C(NCC1CCCO1)n1nnc2ccccc21 (configuration not stated) | 5% | 3% | 2% | -25% | -1.1 | x | 15% | 3.9
CCCc1cc(=O)[nH]c(SCC(=O)N2c3ccccc3CC2C)n1 (configuration not stated) | 10% | 1% | 1% | -15% | -0.8 | -3 | 5% | 0.3
CC(=O)c1cccc(NC(=O)c2nc(-c3ccccc3)oc2C)c1 | 8% | 11% | -20% | -2% | 2.5 | 5 | -10% | -2.6
CSc1ncc(C(=O)O)c(C)n1 | 10% | -20% | 3% | -3% | -8.1 | 0 | -22% | 0.3
O=C(Nc1cccnc1)c1cc(-c2ccc(F)cc2)on1 | 3% | -12% | -6% | -2% | -0.7 | -1 | 27% | 1.9
O=C(CSc1ccc(Br)cc1)N1CCOCC1 | 5% | 11% | 14% | -14% | -2.1 | 1 | -19% | 0.0
COC(=O)CCC(=O)OC1(C)C(=O)C=C2C=C(C3CC3)N(c3cccc(C#N)c3)C=C2C1=O (configuration not stated) | 2% | 0% | -14% | -27% | 1.7 | -23 | 9% | 4.0
Clc1ccc(-c2nc3cnccn3c2Nc2ccc3c(c2)OCO3)cc1 | 5% | -7% | -11% | -16% | -0.4 | -9 | u | -1.4

Some values from above:
Result for C/C(=C\c1ccccc1)C(=O)NC1CCSC1=O (configuration not stated) in WRN helicase inh: -10%
Result for CC(=O)c1cccc(NC(=O)c2nc(-c3ccccc3)oc2C)c1 in CCT modulator: 2.5

Remaining list, next part
molecule | EPAC2 ag | EPAC1 agonist | WRN helicase inh | PLK1 PBD block | CCT modulator | PI5P4Ka inh | EPAC1 antagonist | IL2 activator
Cc1c(Cl)cccc1Nc1nc(N)nc(CSC(=S)N2CCOCC2)n1 | 2% | 9% | -10%[57.1 µM] | -4% | 0.4 | 1 | -22% | -4.1
CC(Oc1cccc(Cl)c1)C(=O)Nc1nc(-c2ccccn2)cs1 (configuration not stated) | 21% | 3% | -9% | 19µM* | -2.8 | -17 | -20% | -3.2
CC(Nc1oc(-c2ccco2)nc1C#N)c1ccccc1 (configuration not stated) | 10% | 7% | -4% | -5% | -0.1 | 5 | -14% | 1.8
CC(C)OCCCNC(=S)NNC(=O)c1ccc(Cl)c(Cl)c1 | -4% | 12% | -1% | -12% | 0.5 | 1 | 5% | 0.5
CCN(CC)C1CCCCC1NS(=O)(=O)c1ccc(Cl)cc1 (configuration not stated) | 5% | -8% | -6% | -3% | -1.2 | -2 | -17% | 3.8
O=C(CNC(=O)C12CC3CC(CC(C3)C1)C2)N/N=C\c1ccco1 | 3% | -3% | u | -4% | -2.9 | -5 | -19% | 0.1
O=C(CN1C(=O)S/C(=C\c2cc(Cl)c(O)c(Cl)c2)C1=O)Nc1ccccc1 | -2% | 4% | -3%[11.6 µM] | u | -2.2 | -86* | -16% | -2.8
O=C(Nc1cccc(Cl)c1)Nn1cnnc1 | -5% | -5% | -4%[57.1 µM] | -1% | 0.0 | -2 | 10% | -2.5
CC1(C(=O)NS(=O)(=O)c2ccccc2)CCN1C(=O)Cc1cc(F)ccc1F (configuration not stated) | -1% | 0% | 9%[57.1 µM] | -14% | -1.6 | -3 | -4% | 0.0
O=C(c1c[nH]c(C(=O)C(Cl)(Cl)Cl)c1)c1c(F)cccc1F | 12% | 13% | u | 5.3µM* | -0.1 | u | -19% | 0.0
Cc1cc(C)c(S(=O)(=O)N2CCN(C(=O)c3c(C)nn(-c4ccccc4)c3Cl)CC2)c(C)c1 | 16% | 6% | -9% | 3% | -1.4 | 1 | -3% | -5.9
CC(C)C[C@H](NC(=O)c1[nH]cnc1C(=O)N[C@@H](C)C(=O)OCc1ccccc1)C(=O)OCc1ccccc1 | 3% | -28% | -10% | -9% | -1.2 | 8 | -25% | -2.2

Overlap with the part before: 7 compounds, followed by the next part.
molecule | EPAC2 ag | EPAC1 agonist | WRN helicase inh | PLK1 PBD block | CCT modulator | PI5P4Ka inh | EPAC1 antagonist | IL2 activator
O=C(CNC(=O)C12CC3CC(CC(C3)C1)C2)N/N=C\c1ccco1 | 3% | -3% | u | -4% | -2.9 | -5 | -19% | 0.1
O=C(CN1C(=O)S/C(=C\c2cc(Cl)c(O)c(Cl)c2)C1=O)Nc1ccccc1 | -2% | 4% | -3%[11.6 µM] | u | -2.2 | -86* | -16% | -2.8
O=C(Nc1cccc(Cl)c1)Nn1cnnc1 | -5% | -5% | -4%[57.1 µM] | -1% | 0.0 | -2 | 10% | -2.5
CC1(C(=O)NS(=O)(=O)c2ccccc2)CCN1C(=O)Cc1cc(F)ccc1F (configuration not stated) | -1% | 0% | 9%[57.1 µM] | -14% | -1.6 | -3 | -4% | 0.0
O=C(c1c[nH]c(C(=O)C(Cl)(Cl)Cl)c1)c1c(F)cccc1F | 12% | 13% | u | 5.3µM* | -0.1 | u | -19% | 0.0
Cc1cc(C)c(S(=O)(=O)N2CCN(C(=O)c3c(C)nn(-c4ccccc4)c3Cl)CC2)c(C)c1 | 16% | 6% | -9% | 3% | -1.4 | 1 | -3% | -5.9
CC(C)C[C@H](NC(=O)c1[nH]cnc1C(=O)N[C@@H](C)C(=O)OCc1ccccc1)C(=O)OCc1ccccc1 | 3% | -28% | -10% | -9% | -1.2 | 8 | -25% | -2.2
O=c1[nH]ncc(N2CCN(C(c3ccccc3)c3ccccc3)CC2)c1Cl | 7% | 10% | -11% | -10% | 1.5 | 8 | -26% | -1.4
Cc1cc(C)cc(C(=O)N2CCC(C(N)=O)CC2)c1 | -8% | -4% | 2% | 0% | 1.1 | -3 | -17% | 1.2
O=C(/C=C/c1ccccc1[N+](=O)[O-])N1CCN(c2ccccc2F)CC1 | 14% | 4% | -1% | -2% | -4.5 | 6 | 2% | -0.4
C=CCN1C(=O)c2ccc(C(=O)N(C)CC(=O)Nc3ccccc3Cl)cc2C1=O | 4% | u | -4% | -2% | 4.1 | 3 | -2% | 0.8
O=C(OCc1ccc(Cl)cc1Cl)c1cccnc1Cl | 6% | 10% | -1% | -9% | -4.1 | 14 | u | -1.6
O=C(c1ccnc(Cl)c1)N1CCCC(N2CCN(c3ccccc3F)CC2)C1 (configuration not stated) | -7% | 5% | -5% | -3% | 2.8 | -1 | -2% | -1.6
O=S(=O)(Nc1cccc(-c2cn3cccnc3n2)c1)c1ccc(Cl)cc1 | 8% | 2% | -29% | -6% | 0.4 | -1 | -23% | -1.0
COc1ccccc1/C=C/C=N/NC(=O)CCn1nnc2ccccc21 | 4% | 8% | -2% | u | 1.2 | 5 | -13% | -2.6
CCOC(=O)c1cnn2c(C)cc(-c3ccccc3)nc12 | 0% | 12% | 10% | -8% | 0.5 | -9 | -4% | -1.0
CCOC(=O)N1CCC(Nc2c(NCCN3CCN(Cc4ccccc4)CC3)c(=O)c2=O)CC1 | 0% | -2% | 7% | 0% | 0.7 | x | 13% | -1.2
COCCCNC(=O)c1ccc2nc([C@@H]3O[C@H](CO)[C@H](O)[C@H](O)[C@H]3O)[nH]c2c1 | 1% | -6% | -7% | -1% | -0.2 | 9 | -7% | 0.1
Cc1cccc(C)c1NC(=O)C(c1ccccc1)N1CCC(c2ccccc2)CC1 (configuration not stated) | -1% | -1% | 1% | -2% | x | 5 | -13% | -0.5

(more compounds)
molecule | EPAC2 ag | EPAC1 agonist | WRN helicase inh | PLK1 PBD block | CCT modulator | PI5P4Ka inh | EPAC1 antagonist | IL2 activator
O=C(CCC1CCCCC1)Nc1ccccc1C(=O)N1CCOCC1 | 0% | 2% | 3% | -14% | -2.2 | 2 | -3% | 1.0
COc1ccc(NC(=O)CN(C)C(=O)c2ccc3[nH]c4c(c3c2)CC(C)CC4)cc1 (configuration not stated) | 19% | 5% | -5% | -10% | -2.4 | 7 | u | 3.9
C#CCOCCOCCOCCNc1nc(N2CCN(C(=O)Cn3cc(CCCCN)nn3)CC2)nc(N2CCN(C(=O)[C@H](CCCCN)n3cc(CCC(=O)O)nn3)CC2)n1 | 4% | -11% | 3% | 2% | -13 | 3 | 1% | 2.6
COc1ccc(CCNC(=O)c2coc(=O)c(Br)c2)cc1 | 6% | 0% | 0% | -8% | 1.8 | 1 | -26% | -1.3
Cc1ccc(C(=O)NNC(=O)Cn2ccc(C(F)(F)F)n2)o1 | 4% | 1% | 3% | -1% | -3.5 | 4 | 1% | 0.5
O=C(OCC(=O)N1CCN(C(=O)c2ccco2)CC1)c1cn(-c2ccccc2)nc1-c1ccccc1 | 0%[15.6 µM] | 5% | -14% | -5% | -0.3 | 1 | -4% | -0.6
CCn1c(=O)n(CC(=O)NCC2CCCO2)c(=O)c2c3c(sc21)COC(C)(C)C3 (configuration not stated) | 0% | 2% | 0% | -11% | -1.0 | 0 | 0% | -1.0
C=CCn1c(CCCOc2ccc(Cl)cc2Cl)n[nH]c1=S | 6% | 11% | -8% | -9% | -3.4 | -3 | 4% | 0.4
Cc1cccc(NC(=S)Nc2cccc(C(F)(F)F)c2)n1 | -9% | -11% | -19% | -8% | -1.2 | 9 | u | -7.3
O=C(Nc1ccc2c(c1)OCCO2)C1CCCN1C(=O)Nc1ccccc1 (configuration not stated) | 0% | -5% | 1%[57.1 µM] | 3% | -2.8 | 0 | 5% | -0.7
Cn1c(=O)c2c(nc3n2CC(COc2ccc(Cl)cc2)O3)n(C)c1=O (configuration not stated) | 7% | 10% | 1% | 5% | -1.5 | -1 | -6% | -0.4
O=C(c1ccccc1F)N1CCC(N2CCCCCC2)CC1 | 9% | -10% | 3% | -6% | 1.6 | -6 | 16% | -3.1
CN(C)C(=O)CSc1nnc([C@H](Cc2ccccc2)NC(=O)OC(C)(C)C)o1 | 4% | 2% | -17% | 27µM* | 1.3 | 4 | 0% | -0.7
